# MT1-MMP act inh = MT1-MMP (human) activation inhibition; P50281; HT1080 RFP-PRO-GFP cells, GFP/RFP ratio fluorescence, overnight; percent of plate control window, DMSO zero; GFP/RFP ratio change, % at 20 µM; 360,000 tested, 0.061% active; AID 651647;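 active means GFP/RFP ratio change of at least 30% with cell ATP level not reduced by more than half and red fluorescence within 50% of control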; further: strong numbers were not always called active
#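 Material – HT1080 RFP-PRO-GFP cells · Control set – DMSO wells and RFP-L50D-GFP cells · Incubation – overnight cell settling, then overnight compound exposure, 37 °C, 5% CO2 · Compound dosing – single-point 20 µM compound, 1% DMSO · Read-out – GFP/RFP fluorescence ratio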
# CendR NRP1 mod = modulators of CendR peptide binding to human neuropilin-1; 360,000 tested, 0.85% active; AID 602438; O14786; FAM-RPARPAR peptide binding to NRP-1, fluorescence polarization; inhibition, % at 25 µM;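 active means inhibition or corrected inhibition above about 18%, plus a signal ratio from 0.5 to 1.5, limit read from the data, passing the limit was not always enough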; further: strong numbers were not always called active
# Target sequence (O14786 whole entry, looked up): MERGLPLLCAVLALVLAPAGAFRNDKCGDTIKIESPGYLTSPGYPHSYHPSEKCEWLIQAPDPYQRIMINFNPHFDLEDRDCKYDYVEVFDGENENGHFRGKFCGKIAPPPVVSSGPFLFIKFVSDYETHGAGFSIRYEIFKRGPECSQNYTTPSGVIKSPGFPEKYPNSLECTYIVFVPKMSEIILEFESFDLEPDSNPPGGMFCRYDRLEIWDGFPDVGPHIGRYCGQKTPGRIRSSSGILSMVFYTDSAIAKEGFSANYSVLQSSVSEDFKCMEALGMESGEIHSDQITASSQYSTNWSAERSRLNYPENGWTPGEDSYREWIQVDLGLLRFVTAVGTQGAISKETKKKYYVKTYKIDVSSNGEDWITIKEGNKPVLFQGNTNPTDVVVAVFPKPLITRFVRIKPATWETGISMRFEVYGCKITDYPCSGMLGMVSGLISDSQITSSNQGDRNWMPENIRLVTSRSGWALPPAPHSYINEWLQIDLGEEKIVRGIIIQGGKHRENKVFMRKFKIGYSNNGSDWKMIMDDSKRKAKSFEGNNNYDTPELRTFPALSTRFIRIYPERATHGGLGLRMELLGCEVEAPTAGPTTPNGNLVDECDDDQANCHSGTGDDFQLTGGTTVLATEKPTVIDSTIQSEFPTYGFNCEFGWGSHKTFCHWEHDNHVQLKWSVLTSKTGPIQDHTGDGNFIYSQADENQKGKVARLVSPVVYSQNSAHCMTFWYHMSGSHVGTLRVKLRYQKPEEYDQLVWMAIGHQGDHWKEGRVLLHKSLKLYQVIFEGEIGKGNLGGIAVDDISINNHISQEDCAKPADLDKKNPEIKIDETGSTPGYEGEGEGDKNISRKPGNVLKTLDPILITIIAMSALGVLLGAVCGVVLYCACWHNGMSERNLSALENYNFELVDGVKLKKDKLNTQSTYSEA
# TbMetRS inhib = blocks T. brucei methionyl-tRNA synthetase activity; purified T. brucei MetRS, ATP depletion, Kinase-Glo luminescence; 360,000 tested, 0.4% active; inhibition, % at 11.9 µM;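 active means inhibition above a per-plate cutoff of the control wells' mean inhibition plus 3 SD, cut at about 5.5% in these data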;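 further: 0% = DMSO wells median and 100% = median of wells with control inhibitor compound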
#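 Dosing: 11.9 µM compound single dose, 0.9% DMSO; Assay system: purified T. brucei MetRS enzyme; Measured by: Kinase-Glo luciferase luminescence reporting remaining unconsumed ATP; Schedule: 15 min plus 2 h at 25 °C.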
# FAS TE block = FAS thioesterase (human) inhibition. 360,000 tested, 0.67% active. inhibition, % at 15 µM. P49327. recombinant FAS-TE, OMFH fluorogenic substrate, fluorescence endpoint;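 active means compounds whose normalised, plate-corrected inhibition of enzyme fluorescence in the single-dose primary screen is 50% or more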;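 further: 0% = DMSO with enzyme and 100% = substrate without enzyme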
# SKN-1 inh = C. elegans SKN-1 inhibition; C. elegans VP596 Pgst-4::GFP/RFP ratio, acrylamide-induced, 24 h; inhibition, % at 21.8 µM; 360,000 tested, 0.49% active; AID 624304;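 active means interference check ratio from 0.5 to 1.5 plus GFP to RFP signal ratio inhibition reaching or exceeding a fixed threshold, cut at about 30% in these data, passing the limit was not always enough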; further: some compounds called inactive have numbers as strong as hits
# MsrA inh = inhibitors of bovine MsrA; purified bovine MsrA, absorbance read-out; inhibition, % at 15.5 µM; 360,000 tested, 0.75% active; in the data active means inhibition above about 4.5%;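 further: 0% = vehicle wells with enzyme and 100% = reference inhibitor wells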
# MsrA act = bovine methionine sulfoxide reductase A activation; purified bovine MsrA, absorbance read-out; 360,000 tested, 0.3% active; activation, % at 10.6 µM; in the data active means activation above about 7.5%;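 further: 0% = vehicle and 100% = reference activator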
# eLon inh = inhibitors of E. coli Lon protease; P0A9M0; purified E. coli Lon protease, fluorescence polarization; 360,000 tested, 0.42% active; inhibition, % at 7.94 µM; in the data active means inhibition above about 13%, passing the limit was not always enough;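 further: 0% = enzyme with probe and DMSO and 100% = no enzyme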
# PABP1 MLLE inh = inhibitors of microRNA-mediated deadenylation, human PABP1 MLLE binding; P11940; GST-MLLE / FITC-PAM2 fluorescence polarization; inhibition, % at 20 µM; 360,000 tested, 0.36% active; AID 588489; in the data active means inhibition above about 35%, passing the limit was not always enough;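 further: plate controls were DMSO wells with GST-MLLE for no effect and wells lacking GST-MLLE protein for full effect; some results filed as inactive read as strong as hits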
# * marks the source's active call; other numbers are inactive results; i = inactive.
SMILES,MT1-MMP act inh,CendR NRP1 mod,TbMetRS inhib,FAS TE block,SKN-1 inh,MsrA inh,MsrA act,eLon inh,PABP1 MLLE inh
Cc1ccc(N(CC(O)CN2CCCC2)S(=O)(=O)c2ccccc2)cc1 (stereo not given),4,-3,-1.9,-5,-10,-0.9,-13,-3,-2
Nc1ccc(C(=O)OCC(=O)Nc2ccc([N+](=O)[O-])cc2C(F)(F)F)cc1,1,10,-0.8,9,4,1.8,-4,4,1
CC(C)(C)OC(=O)N1CCC[C@H]1c1nnc(SCc2ccccc2Cl)o1,-1,22,-1.0,7,-24,-0.1,-4,-5,-57
O=C(O)c1ccn2c(C(=O)c3ccc(Cl)cc3)c(-c3ccccc3)cc2c1,-3,-29,-0.4,13,11,-0.7,-9,18,-6
CCCC1(CCC)NC(=O)N(CC(=O)Nc2ccc3c(c2)OCCO3)C1=O,1,4,-0.3,-5,8,-0.3,-2,-10,-4
COC(=O)C1=CN(C)C=C(C(=O)OC)C1c1ccccc1Cl,-4,11,-1.2,-4,-11,-0.5,-5,-1,6
CCOC(=O)Nc1ccc2c(COC(=O)CNS(=O)(=O)c3cccc(Br)c3)cc(=O)oc2c1,4,-1,-0.2,0,13,0.2,-5,3,-42
CCN(CC)S(=O)(=O)c1ccc(Nc2nc3ccccc3n3nnnc23)cc1,-5,-26,-0.4,13,14,1.5,-4,-71,-22
COc1cccc2sc3ccc(C#CC4(O)CCCCC4)cc3c(=O)c12,2,-34,0.0,39,25,-1.2,-3,-5,6
CCOc1ccc2oc(C(=O)N(C)CCc3ccc(OC)c(OC)c3)c(C)c2c1,-1,-8,0.0,-1,4,1.2,0,4,-14
CN(C)c1ccc(C2NCC(CCl)O2)cc1 (stereo not given),-3,-1,-0.3,-5,19,3.7,-4,-1,-7
CN(C(=O)CSc1nnc(-c2n[nH]c3ccccc23)o1)c1ccccc1,-2,-2,-0.2,-8,-3,0.9,-2,6,-18
CC(C)NS(=O)(=O)c1ccc(NC(=S)NC(=O)c2cccc([N+](=O)[O-])c2)cc1,5,-7,-1.9,3,12,0.8,-7,3,48*
CN(Cc1ccccc1)S(=O)(=O)c1ccc(OCC(=O)N2CCC(C(N)=O)CC2)cc1,-1,-1,0.0,-3,11,1.2,-2,-3,-1
N#CC1=C(SCC(=O)NC2CCCCC2)NC(=O)CC1c1ccco1 (stereo not given),6,0,-0.7,-8,-6,0.8,-3,-2,10
Cc1ccccc1NC(=O)CC1SCCNC1=O (stereo not given),0,1,-1.3,-8,-19,-0.1,-6,5,5
CCCCCC1C(=O)CCC1CC(=O)OC (stereo not given),-1,11,-0.7,-3,-7,0.8,2,-3,-10
Cc1ccc(NC(=O)CC2C(=O)N(Cc3ccccc3)C(=S)N2NC(=O)c2ccccc2)c(C)c1 (stereo not given),0,0,-0.7,10,1,0.1,-10,11,-36
CC(=O)N1N=C(c2ccccc2)OC12CCCC2,-1,12,-0.2,-11,5,-0.7,-4,-4,10
O=C(c1ccc(N2C(=O)CCC2=O)cc1)N1CCN(c2ccccc2)CC1,2,19,-0.7,-5,0,0.8,-8,-8,-13
CC(C)C(=O)Nc1ccc(NC(=O)c2cccc3c(Br)cccc23)cc1,4,10,0.1,-3,-2,-1.6,-3,-1,4
CC(CCc1ccccc1)NC(=O)CNc1cccc([N+](=O)[O-])c1 (stereo not given),2,12,-0.2,49,-18,0.8,2,7,-10
COC(=O)c1ccc(NCc2cc(O)ccc2O)cc1,-30,10,-0.2,-6,5,0.8,2,17,21
CCN(Cc1ccccc1)S(=O)(=O)c1ccc(OC)cc1,1,-8,0.0,20,24,0.4,-3,4,-15
Cc1ccc(NC(=O)NC2CCCCCCC2)c(C)c1,-3,10,0.3,-2,-1,-0.3,-2,2,-15
SMILES,MT1-MMP act inh,CendR NRP1 mod,TbMetRS inhib,FAS TE block,SKN-1 inh,MsrA inh,MsrA act,eLon inh,PABP1 MLLE inh
Cc1ccc(NC(=O)N2CCC(c3nc4c(nnn4Cc4cccc(Cl)c4)c(=O)[nH]3)CC2)cc1,7,3,-0.4,24,-2,0.6,0,-6,-2
CNC(=O)N(O)C1N(/N=C/c2c(F)cccc2Cl)C(=S)SC1(C)C (stereo not given),0,1,-1.2,-1,1,1.5,-8,4,-3
Cc1c(C#N)c(O)n(CCO)c(=O)c1N=Nc1ccccc1,6,-10,-0.1,2,40*,-0.6,1,-24,-13
COc1ccccc1/C=C/C(=O)Nc1ccc2c(c1)CCC2,5,-5,-0.9,21,17,1.8,-7,0,-31
COc1ccc(OC)c(C2=NS(=O)(=O)N(C)C(C(=O)NCc3ccco3)=C2)c1,1,2,0.0,-3,8,0.9,-2,0,15
c1ccc2c(c1)CNc1ccccc1C2,-4,-9,-0.1,-7,-1,1.8,-2,3,-5
Cc1cccc(C)c1NC(=O)C1c2cccc[n+]2CC(=O)N1Cc1cccs1 (stereo not given),-1,4,0.0,-8,9,0.2,-3,-1,3
Cc1ccc(C(=O)NCc2ccncc2)cc1S(=O)(=O)Nc1cccc(C)c1C,-5,4,0.1,1,22,-0.7,-1,0,9
CCOC(=O)Cc1csc(NC(=O)CSc2nnc(-c3cccnc3)n2Cc2ccco2)n1,3,8,-0.5,-4,7,-0.1,-3,-4,4
COCCNC(=O)C1CCCN(C(=O)c2ccc(SC(F)(F)F)cc2)CC1 (stereo not given),2,-6,-0.1,-6,7,-0.8,-1,-2,5
COc1ccc(CN(Cc2ccc(C(=O)O)cc2)C(=S)Nc2ccccc2Cl)cc1OC,-3,0,0.2,1,6,0.9,-2,-2,4
COc1ccc(N2CCN(CCC3Oc4cc([N+](=O)[O-])ccc4NC3=O)CC2)cc1 (stereo not given),0,0,-1.5,6,7,3.1,-5,3,2
Oc1oc(-c2ccccc2)nc1C=NCc1ccncc1,3,1,-0.3,-3,8,5.9*,-1,10,0
O=c1[nH]c(S)c(/C=C2\C=Nc3ccccc32)s1,-16,-11,3.3,-8,4,3.0,-20,12,53
Cc1cccc(C)c1NC(=O)c1cccc(COc2cc(Cl)ccc2Cl)c1,-1,2,-1.0,20,-3,1.2,-8,-3,-3
Cc1ccc(CNC(=O)c2ccccc2NC(=O)CSc2nnnn2C)cc1,2,-2,-0.3,-8,19,-1.0,-3,3,11
O=C(Nc1cccc2ccccc12)c1[nH]c(-c2ccccc2)c2c1C(=O)N(C1CC1)C2=O,0,-3,-0.1,4,23,-0.2,-3,-9,2
COc1cc(C(=O)NCC(=O)NCCSc2ccc(Br)cc2)cc(OC)c1OC,-1,-3,-0.2,0,-1,-1.1,-2,-7,14
C=CCn1c(SCC(=O)N2CCN(C(=O)c3ccco3)CC2)nc2sc(CC)cc2c1=O,1,4,-1.0,-5,-17,1.0,-12,0,-6
CSc1ccc(S(=O)(=O)NCC(=O)OCC(=O)N(C)CC(=O)Nc2ccc(F)cc2)cc1[N+](=O)[O-],-1,3,0.8,4,8,0.8,-3,-10,-14
Oc1ccccc1-c1nc(NCc2ccco2)c2ccccc2n1,0,-3,-1.9,24,2,0.7,-15,-5,1
COc1cc(/C=C/c2ccc3cccc(O)c3n2)c(Br)cc1O,-19,-72,-0.6,13,10,0.9,-2,i,-51
CN(CC(O)COc1ccc(S(=O)(=O)N2CCOCC2)cc1)C1CCCCC1 (stereo not given),1,5,-0.2,-6,-3,-0.9,0,2,-2
CCCC(=O)Nc1cccc(NC(=O)c2cccc([N+](=O)[O-])c2C)c1,2,11,-0.3,-4,11,-0.5,0,3,-2
CCN(CC)C(=O)c1[nH]cnc1C(=O)NC1CCN(C(=O)OC(C)(C)C)CC1,-3,10,-0.4,-1,5,-1.3,-5,-3,10

# Gathered by group: the compounds so far containing fluorine
SMILES,MT1-MMP act inh,CendR NRP1 mod,TbMetRS inhib,FAS TE block,SKN-1 inh,MsrA inh,MsrA act,eLon inh,PABP1 MLLE inh
Nc1ccc(C(=O)OCC(=O)Nc2ccc([N+](=O)[O-])cc2C(F)(F)F)cc1,1,10,-0.8,9,4,1.8,-4,4,1
CNC(=O)N(O)C1N(/N=C/c2c(F)cccc2Cl)C(=S)SC1(C)C (stereo not given),0,1,-1.2,-1,1,1.5,-8,4,-3
COCCNC(=O)C1CCCN(C(=O)c2ccc(SC(F)(F)F)cc2)CC1 (stereo not given),2,-6,-0.1,-6,7,-0.8,-1,-2,5
CSc1ccc(S(=O)(=O)NCC(=O)OCC(=O)N(C)CC(=O)Nc2ccc(F)cc2)cc1[N+](=O)[O-],-1,3,0.8,4,8,0.8,-3,-10,-14

# Continuation.
SMILES,MT1-MMP act inh,CendR NRP1 mod,TbMetRS inhib,FAS TE block,SKN-1 inh,MsrA inh,MsrA act,eLon inh,PABP1 MLLE inh
CCOc1ccc(N(C)S(=O)(=O)c2ccc3[nH]cc(C(=O)NCC4CCCO4)c(=O)c3c2)cc1 (stereo not given),2,1,0.8,2,10,-1.3,-1,-5,-4
S=C(NCC1CCCO1)N1CCN(c2cccc(Cl)c2)CC1 (stereo not given),4,-12,-0.7,-2,-17,-1.5,-15,13,-131
N#Cc1ccc(CSc2nnc(NC(=O)C3CCCO3)s2)cc1 (stereo not given),0,-1,-0.1,1,5,-0.6,0,2,-31
Cc1ccc(S(=O)(=O)N2CCOCC2)cc1C(=O)NC1=NCCS1,2,-17,-0.1,-8,29,-0.1,-2,-6,-4
CCN(CC)C(=O)c1cn(CCC#N)nc1-c1ccc(F)cc1,-1,-4,0.3,-2,-4,-0.8,-1,0,-6
COc1cc2oc(=O)cc(CN3CCN(c4ccc(Cl)c(Cl)c4)CC3)c2cc1Cl,3,-2,-0.2,41,10,-0.7,0,-4,-48
CC(C)[C@H](NS(=O)(=O)c1ccccc1)C(=O)Nc1ccccc1N1CCOCC1,0,-7,0.1,-1,-17,-0.4,-1,2,2
CC(=O)Nn1cc2c(=O)n(C)c(=O)n(C)c2c1,3,-1,1.5,-6,8,-0.2,-1,1,-5
COC(=O)c1c(NC(=O)COc2ccc(Cl)cc2)sc2c1CC(C)(C)NC2(C)C,-17,8,-1.0,18,4,-0.7,-4,-2,-9
CC(=O)Nc1ccc(NC(=O)CSc2ccc(-c3ccc4c(c3)OCO4)nn2)cc1,-2,-2,-1.5,-3,15,1.4,-10,23,24
COc1cc(/C(C)=N/NC(=O)Cc2c(C)[nH][nH]c2=O)ccc1O,5,0,1.0,-9,4,1.0,-3,1,-3
CSc1nsc(SCc2ccc(Cl)cc2)n1,2,-7,-1.1,19,8,1.1,-11,-10,-6
N#CC1=C(C2CC2)CC(c2ccccc2)C(C#N)=C1N (stereo not given),-21,-8,0.3,10,-23,0.6,-1,-1,-8
Cc1cc(=O)oc2cc(OCC(=O)OCC(=O)Nc3ccccc3Br)ccc12,4,6,2.2,-4,6,1.6,-1,-8,7
COc1c(C)cc(Br)cc1C(=O)NC(=S)Nc1ccc(Cl)c(C(=O)O)c1,1,1,0.0,17,-3,1.8,0,1,18
COc1ccc(C2C3=C(CC(C)(C)CC3=O)Oc3ncn4nc(-c5ccccc5)nc4c32)cc1 (stereo not given),-1,0,-0.2,46,-2,-0.6,-1,26*,1
Cc1cccc(C)c1NC(=O)CN1CCN(C(=O)C2CCC2)CC1,2,3,-0.4,-7,7,-0.1,-6,-9,2
O=C(O)/C=C/c1ccc(S(=O)(=O)N2CCCCCC2)cc1,-1,8,-0.4,-5,-9,0.5,-2,-17,4
O=C(NCc1cccnc1)c1ccc2c(c1)OCO2,-1,-11,-0.4,-9,-1,0.8,-1,3,-11
